Source: PubChem BioAssay (National Center for Advancing Translational Sciences (NCATS))
TDP1 cell noCPT – qHTS for Inhibitors of human tyrosyl-DNA phosphodiesterase 1 (TDP1): qHTS in cells in absence of CPT | AID 686978, 2013 | DT40 Tdp1-/- hTDP1 cells, no CPT, ATP luminescence, 48 h | actives 15% (n = 420,000) | Potency, µM (highest dose often 46.2 µM), for the others: at the highest dose activity change, negative = growth inhibition, actives largely listed as inhibitors; active means well fitted inhibition curve with a large enough effect; inconclusive means small, poorly fitted or top-dose-only effect; further: nearly all actives have a fitted effect of over 55% in size
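Cells were dispensed at 400 per well, compounds added by pin tool, plates incubated ≥48 hr at 37 °C, then CellTiter-Glo added for 30 min at room temperature before luminescence reading. Line: DT40 Tdp1-/- complemented with hTDP1; camptothecin omitted.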
* = called active by the depositor; ? = inconclusive; & = joins results of further samples; [ ] = dose if it differs, or a comment. On the % scale 0 is the no-effect control and ±100 the full control effect; potency means the concentration at half of the fitted maximal effect. An excerpt; rates above refer to the full screens.

cpd	canonical_smiles	TDP1 cell noCPT
1	CCCCCC(=O)N1C[C@H](O)[C@@H](n2cc(-c3ccc(F)cc3)nn2)C[C@@H]1c1ccc(C)cc1	?
2	NC(=Nc1ccccc1)N(c1ccccc1)c1ccccc1	13µM*
3	CCCCN(C)c1c(C)nc2ccc(C(=O)NCCCn3ccnc3)cn12	-17%
4	CC1(C(=O)Nc2cccc3c2CCCC3)CCN1C(=O)C1(c2ccccc2)CC1 (centres undefined)	15µM*
5	COc1ccc(Cn2nnnc2C(c2ccccc2)N2CCN(c3ccccc3)CC2)cc1 (centres undefined)	?
6	CCNc1nc(C)nc2c1cnn2C	-9%
7	CC1(Cc2ccccc2OC(F)(F)F)C(=O)Nc2ccc(-c3ccsc3)cc21 (centres undefined)	18µM*
8	CC1=C(C(=O)Nc2ccccc2)C(c2ccco2)NC(=O)N1 (centres undefined)	10%
9	Cc1cccc(S(=O)(=O)NC(=O)C2(C)CCN2C(=O)c2ccccc2)c1 (centres undefined)	0%
10	COc1ccc(C(=O)Nc2cccc([N+](=O)[O-])c2)cc1Br	-24%
11	O=C(O)C1C=CC(C(=O)O)c2ccccc21 (centres undefined)	-1%
12	Cc1ccc(CN2CCC[C@]3(N[C@H](c4ccccc4)[C@@H]4C(=O)N(C)C(=O)[C@@H]43)C2=O)cc1	-8%

Five compounds drawn at random from those above, as already listed:
cpd	canonical_smiles	TDP1 cell noCPT
1	CCCCCC(=O)N1C[C@H](O)[C@@H](n2cc(-c3ccc(F)cc3)nn2)C[C@@H]1c1ccc(C)cc1	?
8	CC1=C(C(=O)Nc2ccccc2)C(c2ccco2)NC(=O)N1 (centres undefined)	10%
9	Cc1cccc(S(=O)(=O)NC(=O)C2(C)CCN2C(=O)c2ccccc2)c1 (centres undefined)	0%
12	Cc1ccc(CN2CCC[C@]3(N[C@H](c4ccccc4)[C@@H]4C(=O)N(C)C(=O)[C@@H]43)C2=O)cc1	-8%
3	CCCCN(C)c1c(C)nc2ccc(C(=O)NCCCn3ccnc3)cn12	-17%

Next section:
cpd	canonical_smiles	TDP1 cell noCPT
13	Fc1cccc(Cc2c(-c3ccco3)nc3ccc(Cl)cn23)c1	?
14	CCCCCN1C(=O)/C(=C/c2c(N3CCc4ccccc4C3)nc3ccccn3c2=O)SC1=S	-28%
15	CC1(C(=O)NS(=O)(=O)c2ccc(Cl)s2)CCN1C(=O)C1(c2ccc(Cl)cc2)CCC1 (centres undefined)	-23%
16	COc1cc(=O)n2c(c1C(=O)NC(C)c1ccco1)CCN(C(=O)c1ccnc(Cl)c1)CC2 (centres undefined)	-2%
17	COC(=O)/C=C1\OCc2ccccc21	-6%
18	Cc1ccc(S(=O)(=O)C[C@@H]2OC[C@H](CO)N2S(=O)(=O)c2ccc(C)cc2)cc1	-2%
19	C=CCSc1nnc(NC(=O)c2ccc3c(c2)OCCO3)s1	-6%
20	CCN(CCc1ccccc1)c1ccc2c(c1)C1CC2CCN1C(=O)OCc1ccccc1 (centres undefined)	?
21	Cc1ccc(S(=O)(=O)N[C@@H](C)CO)cc1	0%
22	COCCCNC(=O)c1csc([C@@H]2C[C@H](O)[C@@H](CO)O2)n1	22%
23	CC(C)(C)NC(=O)C(c1ccncc1)n1c(=O)c(-c2ccccc2)nc2ccccc21 (centres undefined)	-8%
24	COc1cccc(Nc2nc(C(N)C(C)C)cs2)n1 (centres undefined)	23µM*
25	C/C=C/c1cccc(-c2nc(C(=O)NC3CCCC3)cc3c2[C@@H](CCO)N(S(=O)C(C)(C)C)C3)c1 (some centres undefined)	18µM*
26	Cc1cccn2c(=O)c3cc(C#N)c(=N)n(CCCN4CCOCC4)c3nc12	-20%
27	Cc1cc(=O)c(C(=O)Nc2cccc(C(=O)NC3CC3)c2)nn1-c1ccccc1	-21%
28	O=C(NCc1ccccc1)/C(=C\c1ccc(F)cc1)NC(=O)c1ccco1	-13%
29	Cc1ccccc1NC(=O)c1ccccc1N(C)S(=O)(=O)c1ccccc1	?
30	COc1cc(Cl)ccc1OC1(C)CCN(Cc2ccc(SC)cc2)C1 (centres undefined)	18µM*
31	Cc1ncccc1C(=O)N1CCCC(c2cc(C(=O)Nc3ccc(C(C)(C)C)cc3)no2)C1 (centres undefined)	12µM*
32	CCC(=O)OCOc1ccc(/C=C2/CCC(CN(C)C)C2=O)cc1 (centres undefined)	2.9µM*
33	COCCNC(=O)C1(C)CCCN(C(=O)c2cc(C)on2)C1 (centres undefined)	4%
34	Cc1cc2c(=Cc3ccc(N(C)C)cc3)c3ccccc3n2[n+]1C	0.46µM*
35	O=C(CNC(=O)N1CC(=O)Nc2ccccc21)Nc1ccc(Br)cc1F	-1%
36	COC(=O)[C@@]12C[C@@H](CC(=O)NCc3ccccc3)C(=O)N(CCc3ccc(OC)c(OC)c3)C1=CCC(C)(C)C2	13µM*
37	N#CC1C(=O)NC(=O)C(C#N)C12CCCc1sccc12 (centres undefined)	-9%
38	O=C1OC(CN2CCOCC2)CN1/N=C/c1ccc([N+](=O)[O-])o1 (centres undefined)	-25%[21.1 µM]
39	COc1ccc(NC(=O)C2Cc3c(-c4cccc(C(N)=O)c4)ccnc3O2)cn1 (centres undefined)	12µM*
40	CNc1cncc(-c2cccc(C(=O)NC3CC3)c2)n1	?
41	CC1(C(=O)NS(=O)(=O)Cc2cccc(Cl)c2)CCN1C(=O)Cc1ccc(Cl)cc1Cl (centres undefined)	-2%
42	O=C(c1ccc2c(=O)n3c(nc2c1)CCC3)N1CCN(S(=O)(=O)c2ccccc2Br)CC1	-6%
43	CN(C)CCC(O)(c1ccccc1)c1ccccc1Cl (centres undefined)	3%&-24%
44	O=C(COC(=O)CSc1ccccc1)NC1CCS(=O)(=O)C1 (centres undefined)	9%
45	CCOC(=O)C1(C)CCCN(C(=O)CCc2ccccc2)C1 (centres undefined)	-11%
46	O=c1[nH]c2cc([N+](=O)[O-])cc(Cl)c2c2ccccc12	?
47	COc1cccc(-c2nc(-c3cccc(C)c3)nc3cc(Cl)ccc23)c1	-10%
48	CCc1nc(-n2[nH]c(=O)c3ccccc3c2=O)c2c3c(sc2n1)CCCC3	3%
49	COc1cc(OC)c2nc(-c3cc4c(c(OC)c3)OCCN(C(=O)C(C)c3n[nH]c(=O)c5ccccc35)C4)cc(C)c2c1 (centres undefined)	-15%
50	N#Cc1cc(Oc2ccc(Cl)cc2)c(N2CCOCC2)cc1C#N	-26%
51	S=c1[nH]cc2cnccn12	-7%
52	CNCCCOc1cc2nc(N3CCCN(C)CC3)nc(NC3CCN(C)CC3)c2cc1OC	-29%
53	O=C(Nc1ccc(OCC(F)(F)C(F)F)c(C(F)(F)F)c1)c1ccccc1	23µM*
54	CCCNC(=O)C1(C)CCN(Cc2cc(-c3ccccc3)on2)C1 (centres undefined)	15µM*
55	COc1cc(OC)c(C(=O)Nc2cc(S(=O)(=O)N3CCOCC3)ccc2N2CCN(C)CC2)cc1OC	1%
56	CCC1NC(=O)c2cc3ccccc3cc2-n2c1nc1cc(OC)c(OC)cc1c2=O (centres undefined)	?
57	COc1cccc(CN(C)C(=O)c2ccc(S(=O)(=O)Nc3cccc(C)c3C)cc2)c1OC	18µM*
58	CCc1ccc2oc(-c3ccc(C)c(NC(=O)COc4ccc(Cl)cc4)c3)nc2c1	3%
59	OCC1OCOC2C(CO)OCOC12 (centres undefined)	-4%
60	Cc1ccc(S(=O)(=O)N2C[C@H]3C(=O)C[C@@H](c4ccccc4)N(S(=O)(=O)c4ccc(C)cc4)[C@H]3C[C@H]2c2cccc(C)c2)cc1	-16%
61	O=C(O)C1CCCCC1C(=O)Nc1ccc(S(=O)(=O)N2CCOCC2)cc1 (centres undefined)	8%
62	C=CCN(CC=C)Cc1cc(=O)oc2ccccc12	?
63	CCCOc1ccc(F)cc1-c1cc(C(=O)NCCOC)[nH]n1	-26%
64	COc1ccc(C)cc1N1CC(C(=O)Nc2cccc(C(=O)NC3CC3)c2)CC1=O (centres undefined)	-5%
65	O=C(Nc1cc(S(=O)(=O)N2CCOCC2)ccc1N1CCCC1)c1ccccc1F	2%
66	Cc1ccc([C@H]2C[C@@H](n3cc(C4CC4)nn3)[C@H](O)CN2C(=O)C2CCCCC2)cc1	-11%
67	COc1ccc(C(=O)N2CCCC(C)(C(=O)NS(=O)(=O)C3CC3)C2)cc1 (centres undefined)	1.5µM*
68	C=CS(=O)(=O)c1c2cc(OC)ccc2nc2ccc(OC)cc12	2.6µM*
69	CC(C)CC1C(=O)N(Cc2cn(CCC3OCCCO3)nn2)CCS(=O)(=O)N1Cc1ccc(-c2cccc(CO)c2)cc1 (centres undefined)	?
70	C[C@@H]1CN([C@@H](C)CO)C(=O)CCCn2nncc2CO[C@@H]1CN(C)C(=O)Nc1ccnc(N2CCOCC2)c1	-13%
71	CC(C1SC(=S)NC1=O)C1SC(=S)NC1=O (centres undefined)	-25%
72	CCCCNC(=O)C[C@@H]1C[C@@]2(C(=O)OC)CCCCC=C2N(Cc2ccc(Cl)cc2Cl)C1=O	16µM*

Later entries:
cpd	canonical_smiles	TDP1 cell noCPT
73	CN1CCN(C(=O)C[C@@H]2CC[C@@H]3[C@H](COC[C@@H](O)CN3Cc3cccc(Cl)c3)O2)CC1	-20%
74	CC1(C(=O)NS(=O)(=O)Cc2ccccc2)CCN1C(=O)Cc1ccccc1Cl (centres undefined)	-15%
75	O=C(C#Cc1ccccc1)c1ccccc1	0.58µM*
76	O=C(c1cccc(C(F)(F)F)c1)N1CCC(=O)N(C(CO)Cc2ccccc2)CC1 (centres undefined)	-25%
77	Cc1ccc(C(=O)Nc2nc(C(N)C(C)C)cs2)cc1 (centres undefined)	16µM*
78	COc1cc(CNc2ncnc3c2ncn3[C@H]2CN(Cc3ccc(-c4ccccc4)cc3)C[C@@H](CO)O2)cc(OC)c1OC	12µM*
79	O=[N+]([O-])c1cc(-c2cccnc2)n[nH]1	-15%
80	CCOC(=O)C1(C)CCCCCN1C(=O)c1ccco1 (centres undefined)	?
81	CC(C)CNC(=O)C1(C)CCCN1Cc1ccc(S(C)(=O)=O)cc1 (centres undefined)	-7%
82	COCCNc1nc(-c2ccccc2CO)c2sc(-c3ccccc3)cc2n1	1.8µM*
83	Cc1ccc(S(=O)(=O)N2CCN(C(=O)N3CCCCC3)CC2)c(C)c1	?
84	CCC1(C2CCN(Cc3ccccc3Cl)CC2)NC(=O)N(CC2COc3ccccc3O2)C1=O (centres undefined)	?

4 entries from above, field by field.
81) CC(C)CNC(=O)C1(C)CCCN1Cc1ccc(S(C)(=O)=O)cc1 (centres undefined)
  TDP1 cell noCPT = -7%
82) COCCNc1nc(-c2ccccc2CO)c2sc(-c3ccccc3)cc2n1
  TDP1 cell noCPT = 1.8µM*
83) Cc1ccc(S(=O)(=O)N2CCN(C(=O)N3CCCCC3)CC2)c(C)c1
  TDP1 cell noCPT = ?
84) CCC1(C2CCN(Cc3ccccc3Cl)CC2)NC(=O)N(CC2COc3ccccc3O2)C1=O (centres undefined)
  TDP1 cell noCPT = ?

The listing continues:
cpd	canonical_smiles	TDP1 cell noCPT
85	COc1ccc(CC(N)c2csc(Nc3ccc(C(C)=O)cc3)n2)cc1 (centres undefined)	21µM*
86	CC(C)n1c(=O)c2ccccc2n1Cc1cn(CCc2c[nH]c3ccccc23)nn1	?
87	COc1cc(C(=O)C(=O)N2CCN(c3ccc(C)cc3)CC2)cc2ccccc12	15µM*
88	CCc1nc2ccc(C(=O)NCCc3c[nH]c4ccccc34)cn2c1N(C=O)CCC(C)C	16µM*
89	COc1cc(=O)n2c(c1C(=O)N(C)C(C)c1ccco1)CCN(C(=O)c1ccc(C(C)=O)cc1)CC2 (centres undefined)	-15%
90	CCCCNC(=O)C1(C)CCN1Cc1cccc2c(OC)cc(C(=O)OCC)cc12 (centres undefined)	13µM*
91	Cc1ccc(C(c2ccc(C)c(C)c2)C(O)C2OC(=O)C(O)C2O)cc1C (centres undefined)	11%
92	C[C@]12CC[C@H](O)CC1=C[C@H](O)C1C2CC[C@@]2(C)C1CC[C@@]2(O)C#Cc1ccc(CN)cc1 (some centres undefined)	?
93	COc1ccc(CCN2CC(C(=O)NCc3cccc(F)c3)CCC2=O)cc1 (centres undefined)	-17%
94	C(=C\c1ccccc1)/CN1CCN(C(CCc2ccccc2)c2nnnn2C2CCCC2)CC1 (centres undefined)	?
95	OC(c1ccc(F)cc1)c1ncc(-c2cccc3ccccc23)[nH]1 (centres undefined)	?
96	CO[C@@H]1CN(C)C(=O)c2ccc(NC(=O)c3ccccc3F)cc2OC[C@@H](C)N(CC2CCOCC2)C[C@@H]1C	-7%
97	C[C@H](CO)N1C[C@H](C)[C@@H](CN(C)S(=O)(=O)c2ccc(Oc3ccccc3)cc2)OCc2cnnn2CCCC1=O	0%
98	CCOC(=O)C1CC(CN2C(=O)c3ccccc3C2=O)OC1=O (centres undefined)	-34%
99	COc1ccc2c(c1)c(C(=O)CN(C)C)c(C)n2C	-18%
100	CCN(CC(=O)Nc1ccc(NC(C)=O)cc1)C(=O)C1(c2ccc(Cl)cc2)CCC1	?
101	CCC(C)C(CO)NCCCn1cnc2c(SC)ncnc21 (centres undefined)	-5%
102	COC(=O)c1ccc2c(c1)N(Cc1nc(-c3ccc(Cl)cc3)oc1C)C(=O)C1CCCN21 (centres undefined)	?
103	O=C(O)COc1ccc(Cl)cc1C1CCCCC1	-20%
104	Cc1cccc(CN2[C@H](COC(=O)Nc3ccccc3)C=CS2(=O)=O)c1	?
